# PAX8 reporter = inhibitors of PAX8-driven TPO luciferase reporter, primary screen, RMG-I cells, single concentration; SteadyGlo, 24 h; inhibition, % at 12.6 µM; actives 1.2% (n = 360,000); AID 652154, 2013;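 active means mean replicate inhibition at least 60% with every replicate also reaching 60%; inconclusive means only one of the two criteria is met; inactive means mean below 60% and not all replicates reaching 60%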;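 further: luciferase light reporting Pax8 driven TPO promoter activity; plate controls were median of neutral control wells for no effect and mitoxantrone controls for full effect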
# EWS-Fli inh = EWS/Fli-driven NR0B1 reporter inhibitors, primary screen, A673 cells, NR0B1 luciferase, luminescence, MLPCN library | actives 0.67% (n = 350,000) | AID 651661, 2012 | viability-normalised | inhibition, % at 12.6 µM;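 active means mean inhibition of at least 50% after viability correction, with every replicate also passing that limit; inconclusive means mean reaches 50% but only one of two replicates passes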;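 further: firefly luciferase signal divided by Alamar Blue viability fluorescence both relative to DMSO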
# CFTR F508del cor = F508del CFTR correction, initial screen, CFBE line, single point; CFBE cells, YFP halide quenching; stimulated with forskolin plus potentiator P3; % fluorescence drop versus neutral controls; activity (quench increase), % at 7.58 µM; actives 0.36% (n = 350,000); AID 720511, 2013;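 active means mean added fluorescence quench of at least 8% versus neutral control, with both replicates also reaching 8%; inconclusive means only one of the mean or replicate conditions met; inactive means mean below 8% and not both replicates reaching 8%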;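 further: cells transiently co-express mutant CFTR-F508del with the halide-sensitive YFP; corrector assay measuring rescue of mutant channel to the surface after 24 h compound exposure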
# FN deposition inh = inhibitors of fibronectin matrix deposition, primary screen, AH1F cells, Alexa488-fibronectin fluorescence, plate reader | AID 743247, 2014 | inhibition, % at 12.6 µM | actives 0.086% (n = 350,000) | AH1F fibroblasts, overnight;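 active means mean inhibition across replicates of 30% or more, regardless of how many single replicates reach that level; inconclusive means mean under 30% yet at least half of replicates reach 30%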;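 further: positive control wells lacked labelled fibronectin entirely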
#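 Assay system: AH1F fibroblasts assembling fluorescent fibronectin matrix; Amount: 10000 AH1F cells per well; Buffer or medium: DMEM, 2% serum; Probe or stimulus: Alexa488-fibronectin, 24 nM final in well; Doses: single compound dose, delivered by pin transfer; Incubation: 1 h adhesion, overnight exposure; Measured by: fluorescence 485/525 nm; Read-out: fibronectin deposition inhibition.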
# GSIS activator = GLuc luminescence reporter in INS-1E cells, primary screen for activators of glucose-dependent secretion of insulin. INS-1E GLuc reporter insulin secretion, 2-3 h. activation, % at 16.6 µM. actives 0.61% (n = 370,000);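 active means lowest replicate activation of at least 40%, so every replicate reaches that level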;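 further: 0% = median of neutral control wells and 100% = median of IBMX positive control wells; some compounds called inactive have numbers as strong as hits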
# DENV2 CPE rescue = inhibitors of DENV2 cytopathic effect, primary screen, cell-based, plate reader, single concentration; DENV2-infected cells, cytopathic effect rescue; CPE inhibition, % at 9.99 µM; actives 1.7% (n = 350,000); AID 651640, 2012; in the data active means CPE inhibition above about 20%, passing the limit was not always enough; inconclusive means no clear call, values can overlap the other calls; tested in BHK-21 cells;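 further: 0% = median of neutral control wells and 100% = median of positive control wells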
# miR-122 sensor = miR-122 Renilla sensor signal increase in Huh7, primary screen, miR-122 inhibitor project, cell-based, single point, plate reader. actives 0.3% (n = 340,000). AID 602342, 2012. activation (reporter increase), % at 12.5 µM. Huh7 miR-122 Renilla luciferase sensor, 48 h; neutral wells = 0, positive control = 100;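 active means mean replicate activation score at least 90 and every replicate individually at or above 90; inconclusive means only one of the two criteria met; inactive means neither criterion met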;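 further: higher luciferase means less miR-122 activity so hits act as miR-122 inhibitors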
# Active calls of the source: *; ? = inconclusive; nt = no result given; [ ] = another dose, or the depositor's remark.
SMILES,PAX8 reporter,EWS-Fli inh,CFTR F508del cor,FN deposition inh,GSIS activator,DENV2 CPE rescue,miR-122 sensor
COc1cccc(NC(=O)N(C)C[C@H]2Oc3ncc(C#Cc4ccc(F)cc4)cc3C(=O)N([C@@H](C)CO)C[C@@H]2C)c1,nt,15,-0.1,0,-43,15,8[16.7 µM]
CNCC[C@@H](Oc1ccc(C(F)(F)F)cc1)c1ccccc1,-1,14,3.3,2,nt,0,-8
COc1ccc(CNC(=O)C[C@H]2C[C@@H]3c4cc(NC(=O)CC5CC5)ccc4O[C@@H]3[C@H](CO)O2)cc1,4,5,-0.3,-1,-2,-1,-3[16.7 µM]
C[C@H]1CN([C@@H](C)CO)C(=O)Cc2cc(NC(=O)C3CCCCC3)ccc2O[C@@H]1CN(C)Cc1ccc2c(c1)OCO2,nt,6,1.1,nt,3,0,-4[16.7 µM]
CO/N=C(\CS(=O)(=O)Cc1ccc(OC)cc1)c1ccc(Cl)cc1,nt,11,-2.0,nt,32,4,3
C[C@H](CO)N1C[C@H](C)[C@H](CN(C)S(=O)(=O)c2ccc3ccccc3c2)OCc2cn(nn2)CCCC1=O,12,-6,1.1,0,-10,nt,-1[16.7 µM]
c1ccc2c(-c3nn[nH]n3)cccc2c1,-5,nt,nt,-2,27,nt,nt
O=C1CCCN1CCCNC(=S)Nc1cccc2ccccc12,13,-10,1.6,10,21,-2,-2
COc1ccc2c3c([nH]c2c1)[C@H](CO)N(C(=O)c1cnccn1)CC31CCN(S(C)(=O)=O)CC1,nt,-1,0.8,nt,21,68*,nt
COCCCNC(=S)NNC(=O)c1cc(-c2cccnc2)nc2ccccc12,4,3,1.1,-4,0,-9,nt
CCC(C)c1c(O)nc(SCC(=O)N2CCCCCC2)[nH]c1=O (stereo not given),-8,4,-1.4,0,12,-4,nt
COc1cccc(C(=O)NC(=O)Nc2nc(C)cc(C(F)(F)F)n2)c1,-1,nt,1.0,-1,9,-7,6
C[C@H](CO)N1C[C@H](C)[C@H](CN(C)C(=O)Nc2ccccc2)Oc2ccc(NC(=O)C3CCCCC3)cc2C1=O,7,-11,5.1,nt,-15,-3,4[16.7 µM]
C[C@@H]1CCCCO[C@@H](CN(C)S(=O)(=O)c2ccccc2)[C@@H](C)CN([C@H](C)CO)C(=O)c2cc(NS(=O)(=O)c3cccs3)ccc2O1,-21,1,-4.2,-4,27,nt,0[16.7 µM]
CCCN1C[C@H](C)[C@H](OC)CN(C)C(=O)c2cc(NC(=O)c3cccc(F)c3)ccc2OC[C@H]1C,nt,0,2.3,-4,3,1,3[16.7 µM]
Cc1cc(O)cc2c(=O)c3ccccc3sc12,-46,-17,-2.0,nt,0,-5,nt
O=C(/C=C/c1ccc2c(c1)OCO2)c1ccccn1,-97,-81,1.1,-6,4,-5,38
Cc1noc(C)c1NC(=O)N(C)C[C@@H]1Oc2ccc(NC(=O)Nc3ccc4c(c3)OCO4)cc2C(=O)N([C@H](C)CO)C[C@@H]1C,nt,-22,-1.9,nt,3,9,2[16.7 µM]
C[C@@H]1CN([C@H](C)CO)C(=O)c2cc(NC(=O)C3CCCCC3)ccc2O[C@@H](C)CCCCO[C@@H]1CN(C)Cc1ccc(C(F)(F)F)cc1,20,4,0.0,nt,8,-1,-10[16.7 µM]
CCC(=O)N1[C@H](CO)[C@H](c2ccc(-c3ccccc3OC)cc2)[C@@H]1CNC(C)=O,nt,nt,1.0,-1,2,6,nt
CCN=C(NS(=O)(=O)c1ccc(Br)cc1)c1ccc(Cl)cc1,-18,1,-2.4,-10,14,14,47
CN(C(=O)COC(=O)/C=C/c1ccc(C(F)(F)F)cc1)c1c(N)n(Cc2ccccc2)c(=O)[nH]c1=O,8,5,-0.1,5,0,nt,nt
COCc1c(C(=O)Nc2nc(C)cs2)oc2ccccc12,28,-32,-0.7,-2,-4,9,nt
CC(C)N(C(=O)[C@H]1C[C@H](CC(=O)NCCN2CCOCC2)C(=O)N2CCc3c([nH]c4cc(CCC(=O)N(C)C)ccc34)[C@]12C)C(C)C,1,2,-0.3,-3,5,-3,nt
CCCOC(=O)/C=C/c1c(C)[nH]c(=O)[nH]c1=O,-24,4,nt,-2,nt,6,2
# Next part:
SMILES,PAX8 reporter,EWS-Fli inh,CFTR F508del cor,FN deposition inh,GSIS activator,DENV2 CPE rescue,miR-122 sensor
Cc1ccc(C(=O)N/C(=C/c2ccco2)C(=O)NCC2CCCO2)cc1 (stereo not given),-5,nt,nt,-3,-5,nt,nt
O=C(N/N=C/c1ccccc1Cl)c1cccc(F)c1,nt,nt,nt,-1,-7,nt,-9
CC1(C)OC2OC(C(=O)N/N=C/c3ccccc3F)C3OC(C)(C)OC3C2O1 (stereo not given),0,-1,-0.1,-1,0,12,0
NC(=O)C1CCN(C(=O)N2c3ccccc3Sc3ccccc32)CC1,nt,-2,-2.1,nt,1,-1,27
COc1ccc(S(=O)(=O)Nc2cccc3c2O[C@@H](CN(C)C(=O)Nc2ccc(C(F)(F)F)cc2)[C@@H](C)CN([C@@H](C)CO)C3=O)cc1,nt,5,-1.5,nt,-39,-12,17[16.7 µM]
C=CCSc1nnc(NC(=O)CSCc2c(C)noc2C)s1,-12,0,2.3,-2,6,3,nt
COc1ccc(C(=O)Nc2ccc(S(=O)(=O)N3CCCCC3)cc2)cc1,23,nt,nt,-1,nt,nt,31
COc1cccc(NC(=O)CN(C)C(C)C(=O)NC(=O)NC2CCCCC2)c1 (stereo not given),16,3,0.1,0,-10,-2,nt
CCc1nnc(NC(=O)c2ccc(NC(=O)C(C)C)cc2)s1,-73,-4,3.2,3,-7,0,nt
CCCSc1nc2c(c(=O)n(C)c(=O)n2C)n1C,18,8,1.1,-1,7,8,nt
CSc1ncccc1C(=O)OCC(=O)NC1CCCCC1,-3,-6,-0.4,9,-1,-1,-4
CNC(=O)C[C@@H]1CC[C@@H]2[C@@H](COc3ccc(NC(=O)Nc4ccccc4F)cc3C(=O)N2C)O1,6,-2,-0.6,-3,3,nt,-5[16.7 µM]
COC(=O)CC(CP(=O)(O)CN(C)C=O)C(=O)OC (stereo not given),-13,3,0.9,1,1,0,nt
CC(=O)N1CCC2(CC1)C/C(=N\NC(=S)Nc1ccc(C)cc1)c1cc(O)ccc1O2,15,0,0.5,-10,-8,nt,-14
C[C@H]1CN([C@@H](C)CO)C(=O)c2cccc(N(C)C)c2O[C@@H]1CN(C)Cc1ccc(C(=O)O)cc1,-10,1,-3.4,nt,8,6,-4[16.7 µM]
CN(C(=O)COC(=O)c1cccs1)c1c(N)n(Cc2ccccc2)c(=O)[nH]c1=O,-11,2,-0.2,0,40,-2,-16
CCOc1cc2[nH]c(=O)n(CC3CCC(C(=O)NCCC(C)C)CC3)c(=O)c2cc1OCC (stereo not given),-8,6,-1.0,-3,-5,3,-2
CN(C)CCNC(=O)COc1ccc(Cl)cc1Cl,17,nt,nt,13,19,nt,0
COc1ccccc1CNC(=O)COC(=O)CC1CC2CCC1C2 (stereo not given),-7,0,0.2,-5,7,-1,nt
CCOc1ccc(CCNC(=O)COC(=O)COc2ccc(Cl)cc2)cc1OCC,-18,2,3.1,-7,45*,10,nt
CCCCCCCCN1C(=O)[C@H](CC(=O)N2CCC(c3ccccc3)CC2)C[C@@]2(C(=O)OC)CC(C)(C)CC=C12,-12,-16,-1.7,-10,-5,-4,nt
Cn1c(SCC(=O)Nc2cccc(S(=O)(=O)NC3=NCCCCC3)c2)nnc1-c1ccncc1,32,-17,-1.4,-11,3,2,nt
C[C@H](CO)N1C[C@H](C)[C@@H](CN(C)Cc2ccccc2)Oc2ccc(NS(C)(=O)=O)cc2CC1=O,-17,-7,0.0,nt,12,-1,-3[16.7 µM]
C[C@]12c3[nH]c4cc(-c5ccco5)ccc4c3CCN1C(=O)[C@@H](CC(=O)NCCc1ccccn1)C[C@@H]2C(=O)N1CCCCC1,1,3,3.0,1,12,-8,1
CC(C)CN(C(=O)COC(=O)C12CC3CC(CC(C3)C1)C2)c1c(N)n(Cc2ccccc2)c(=O)[nH]c1=O,3,30,-2.9,5,-13,?,nt

# Entries above marked active in DENV2 CPE rescue:
canonical_smiles	CFTR F508del cor	GSIS activator	DENV2 CPE rescue	miR-122 sensor
COc1ccc2c3c([nH]c2c1)[C@H](CO)N(C(=O)c1cnccn1)CC31CCN(S(C)(=O)=O)CC1	0.8	21	68*	nt

# (more compounds)
SMILES,PAX8 reporter,EWS-Fli inh,CFTR F508del cor,FN deposition inh,GSIS activator,DENV2 CPE rescue,miR-122 sensor
CCN1C(=O)c2ccccc2S(=O)(=O)c2ccc(C(=O)NCC(OC)OC)cc21,-19,6,-2.7,-1,0,-2,nt
CCn1nc(C)cc1C(=O)NC1CC(C)(C)Cc2c1cnn2-c1cccc(F)c1 (stereo not given),27,nt,-0.3,-4,-24,-5,-4
COC(=O)c1cc(=O)[nH]c(SCc2cccc(C)c2)n1,11,-4,0.9,-1,-7,?,-3
Cc1ccc(C)c(NC(=O)CCN2C(=O)[C@@H]3Cc4ccccc4CN3C2=O)c1,-6,-3,-2.0,-8,4,17,-5
CC(C)CC#Cc1cnc2c(c1)C(=O)N([C@H](C)CO)C[C@@H](C)[C@@H](CN(C)C(=O)Nc1cccc(F)c1)O2,4,-5,1.8,nt,-18,2,8[16.7 µM]
CCOC(=O)C1C(=O)C(=O)N(Cc2ccccc2)C1C(=O)OCC (stereo not given),6,-6,2.4,-4,-37,14,nt
CS(=O)(=O)Nc1ccc2c(c1)[C@H]1C[C@@H](CC(=O)NCC3CC3)O[C@@H](CO)[C@H]1O2,4,-7,1.6,nt,0,0,4[16.7 µM]
CC(C)NC(=O)N(C)C[C@@H]1Oc2cc(-c3ccccc3F)ccc2S(=O)(=O)N([C@@H](C)CO)C[C@H]1C,nt,1,-3.2,0,-11,4,1[16.7 µM]
Cn1nccc1C(=O)N1CCN(S(=O)(=O)c2ccc(Br)s2)CC1,-10,8,-4.8,7,-1,-10,-4
CC(=O)Nc1ccc(C(=O)COC(=O)C2CC2C)c(F)c1 (stereo not given),-204,-7,0.3,-1,0,8,0
CCN1CCN(C(=O)N[C@@H](C(=O)N[C@@H]2C(=O)N3C(C(=O)O)=C(CSc4nnnn4C)CS[C@H]23)c2ccc(O)cc2)C(=O)C1=O,5,2,-4.9,-1,nt,?,-3
COc1ccc(-c2cc(C(=O)Nc3cccc(Cl)c3)no2)cc1,-217,-43,nt,-3,-10,-3,-4
NS(=O)(=O)c1ccc(CCNC(=O)C2CCCN2C(=O)c2cccs2)cc1 (stereo not given),-2,5,-3.0,2,nt,95*,-7
C[C@H](CO)N1C[C@H](C)[C@H](CN(C)C(=O)Nc2ccc(F)cc2)Oc2ccc(NC(=O)Nc3ccc4c(c3)OCO4)cc2C1=O,-9,-12,1.4,nt,0,15,-4[16.7 µM]
COc1ccccc1CN1[C@H](CO)[C@@H](c2ccccc2)C12CN(C(C)=O)C2,-8,0,1.6,nt,16,12,nt
Nc1ccn(C2OC(CCl)C(O)C2O)c(=O)n1 (stereo not given),18,0,-2.4,0,nt,4,2
Cc1ccc(S(=O)(=O)N(c2nc(N(C)C)nc(N(C)C)n2)n2cnnc2)cc1,nt,7,2.3,nt,3,-3,-2
CCCN1C(=S)c2ccccc2C1c1ccccc1 (stereo not given),11,12,0.3,-2,0,4,12
COc1ccc(C)cc1NC(=S)N1CCN(c2ncccn2)CC1,-20,1,0.6,-10,-4,-4,nt
COc1cc(NC(=O)COc2ccc3c(C)cc(=O)oc3c2C)cc(OC)c1OC,6,-6,-0.1,-7,-4,4,0

# High-throughput results: PubChem BioAssay, Broad Institute
